From PubChem
Salmonella PhoP GFP: inhibitors of PhoP regulon expression, primary screen, Salmonella Typhimurium, GFP reporter (AID 1863); S. Typhimurium PhoP-regulated promoter GFP reporter, 4 h; higher % means a stronger effect; inhibition, % at 50 µM, or IC50 in µM where a hit was titrated; 300,000 compounds, 0.16% hits;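 active = inhibition over 29.93%, a cutoff 3 SD above the screen mean, later confirmed by dose response; inconclusive = inhibition over 29.93% but no dose response follow-up; inactive = inhibition at most 29.93% or unconfirmed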;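 note: 0% = low Mg2+ inducing control and 100% = high Mg2+ repressing control; strong numbers were not always called active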
RSV CPE inhibition: RSV antiviral activity via CPE protection, HEp-2 cells, primary 10 µM value included (AID 2391) | HEp-2 cells, RSV-induced CPE inhibition; higher % means a stronger effect | CPE inhibition, % at 10 µM; hits with a dose series show IC50 in µM | 310,000 compounds, 0.13% hits; in the data active = a potency from the dose series; inconclusive = CPE inhibition mostly from about 23% at the one dose, without a potency; inactive = the rest, 99 in 100 with CPE inhibition below about 21%; note: strong numbers were not always called active
CSM14.1 death rescue: rescue of cells from ER stress-induced death, primary screen, 384-well, CSM14.1, thapsigargin, ATP luminescence (AID 1222); CSM14.1 thapsigargin-induced death rescue, ATP luminescence; higher % means a stronger effect; 190,000 tested, under 10 active; cellular ATP content (survival), % at 20 µM; hits with a dose series show EC50 in µM;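 active = EC50 below 50 µM in the dose-response confirmation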;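 note: death triggered by thapsigargin at about 15 µM added after 2 h compound pretreatment; cell ATP read after overnight thapsigargin exposure of roughly 18 to 22 hours; normalized against plate controls of thapsigargin alone and 5% DMSO vehicle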
PMI inhibition: human PMI inhibitors, high substrate, primary screen, biochemical, fluorescence intensity, high mannose 6-phosphate (AID 1220); recombinant PMI enzyme, coupled fluorescence intensity; higher % means a stronger effect; 190,000 compounds, 0.66% hits; inhibition, % at 20 µM; hits with a dose series show IC50 in µM; Mannose-6-phosphate isomerase (Homo sapiens)
West Nile virus CPE: West Nile virus antiviral activity, cell-based, CPE readout (AID 1621). 290,000 compounds, 0.02% hits. West Nile virus-infected cells, CPE inhibition; higher % means a stronger effect. CPE inhibition, % at 10 µM, or IC50 in µM where a hit was titrated; in the data active = a potency from the dose series; inconclusive = CPE inhibition mostly from about 3.7% at the one dose, without a potency; inactive = the rest, 99 in 100 with CPE inhibition below about 2.2%; note: strong numbers were not always called active
Insulin prom up: insulin promoter activators in MIN6 cells, imaging, high-content screening, mouse beta cells | MIN6 insulin promoter-GFP reporter; hits give high values | z-score at 5 µM | 190,000 compounds, 0.3% hits | AID 1625, 2009;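 active = z-score above 3 at 5 µM with at least 500 cells counted in the well; inconclusive = wells under 500 cells, flagged as cytotoxic or low count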
TNAP activators: human TNAP enzyme activators, primary screen, biochemical, luminescent, no phosphate acceptor, uHTS (AID 1001). purified TNAP, luminescent activation assay, no phosphate acceptor; higher activation fold means a stronger effect. activation fold at 20 µM; hits with a dose series show EC50 in µM. 200,000 compounds, 0.03% hits. Alkaline phosphatase, tissue-nonspecific isozyme (Homo sapiens); in the data active = activation fold from about 3, or a potency from the dose series; inactive = the rest, 99 in 100 with activation fold below about 1.6; note: many of its hits are not listed in these tables
SV40 large T antigen: SV40 large T antigen inhibitors, biochemical (AID 1903) | 310,000 compounds, 0.39% hits | inhibition, % at 20 µM; hits with a dose series show IC50 in µM | SV40 large T antigen ATPase/helicase inhibition assay; higher % means a stronger effect; in the data active = a potency from the dose series; inconclusive = inhibition mostly from about 32% at the one dose, without a potency; inactive = the rest, 99 in 100 with inhibition below about 32%; note: strong numbers were not always called active
PMI inhibitors: inhibitors of human PMI, primary screen, biochemical, fluorescence intensity, coupled assay (AID 1209). 190,000 compounds, 0.42% hits. Mannose-6-phosphate isomerase (Homo sapiens). one-dose inhibition, % at 20 µM; IC50 in µM for titrated hits. purified PMI enzyme, coupled fluorescence intensity; higher % means a stronger effect;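 note: plate controls were DMSO vehicle for no effect and wells lacking substrate for full effect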
Insulin prom up cell count: further read-out of Insulin prom up, marked with its call; cell count; measured here: cytotoxicity, nuclei count;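 total cells summed across four imaged fields per well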
The depositor's hits bear a star; ? = inconclusive; . = no result given. Cut-off read from the data, not from the text of the source, unless noted: active = inhibition above about 50%; inactive = the rest. Rows are unselected; any-hit rate near 1.5%.

SMILES	Salmonella PhoP GFP	RSV CPE inhibition	CSM14.1 death rescue	PMI inhibition	West Nile virus CPE	Insulin prom up	Insulin prom up cell count	TNAP activators	SV40 large T antigen	PMI inhibitors
O=C(Nc1ccccc1)N(Cc1cccs1)C1CCCC1	11%	1.6%	-0.3%	10%	-0.1%	-0.37	1238	1.1	0%	15%
Cc1oc(-c2cc(F)ccc2F)nc1CN1CCN(c2ncnc3ccccc23)CC1	-4%	-0.3%	5.5%	12%	-1.4%	-1.1	1350	1	18%	-1%
Cc1ccc(-c2nc3ccccc3nc2Cl)cc1	1%	2.0%	-1.2%	0%	-0.8%	-0.71	1477	1.1	6%	-3%
O=C(NCc1ccncc1)Nc1ccccc1Cl	-6%	0.7%	-0.6%	-5%	0.9%	0.48	1215	1.1	-2%	-4%
N/C(=N\N=C\c1ccc2c(c1)OCO2)SC1CC(=O)N(c2ccc(C(=O)O)cc2)C1=O (stereo not given)	-5%	0.4%	-0.5%	15%	1.0%	.	.	1	2%	18%
COCCN(Cc1cc2cc3c(cc2n2nnnc12)OCO3)C(=O)c1ccccc1F	-10%	5.5%	-2.3%	9%	0.5%	.	.	1.1	-2%	10%
COc1ccccc1-c1c(C(F)(F)F)oc2cc(OS(C)(=O)=O)ccc2c1=O	6%	0.8%	0.4%	14%	0.1%	0.75	1287	0.9	12%	20%
CC(C)OC(=O)CN1C(=O)C(=O)c2ccccc21	12%	-2.2%	-4.1%	25%	-0.6%	.	.	1.1	15%	7%
CC(=O)c1cccc(NC(=S)N2CCc3ccccc32)c1	5%	11%	.	.	-0.1%	.	.	.	1%	.
N#Cc1cc2[nH]c3ccccc3c2[n+](-c2ccc([N+](=O)[O-])cc2)c1N	0%	1.1%	0.9%	3%	0.0%	-1.1	1402	0.9	19%	-6%
O=C(Cn1cncn1)NCc1cccc2ccccc12	24%	1.8%	-0.3%	-1%	-0.6%	.	.	1.1	4%	-5%
O=C(N/N=C/c1ccc(O)cc1)c1cccc(N/N=C/c2ccc(O)cc2)c1	5%	1.7%	.	.	-0.1%	-0.06	1404	.	?	.
CC1CCCCN1C(=O)Cc1ccc(Cl)cc1 (stereo not given)	2%	0.7%	-0.8%	-3%	-0.9%	-0.33	1325	1.1	17%	-4%
CN(C)C(CNC(=O)C1CCN(S(=O)(=O)c2ccccc2)CC1)c1ccccc1 (stereo not given)	-4%	-2.0%	.	.	-0.4%	0.59	793	.	6%	.
COc1ccc(Br)cc1CNC(=O)CCC(=O)n1nc(C)c2ccccc21	0%	3.4%	.	.	-0.1%	.	.	.	-11%	.
COc1ccc(-n2cc(CNCC3CC(=O)N(C4CC4)C3)c(-c3ccccc3Cl)n2)cc1 (stereo not given)	-8%	0.0%	0.0%	8%	-0.5%	1.1	1400	1	29%	4%
CCCn1cc(S(=O)(=O)c2ccc(C)cc2)c(=O)c2cc(OC)c(OC)cc21	-5%	2.1%	.	.	0.3%	.	.	.	11%	.
CCOC(=O)N1CCC(NC(=O)CCc2c(C)nc3c(c(C)nn3C(C)(C)C)c2C)CC1	-3%	1.7%	-0.4%	8%	2.4%	-0.44	1851	1.1	2%	13%
Cc1cc(C)c(S(=O)(=O)Nc2c(C)n(C)n(-c3ccccc3)c2=O)cc1[N+](=O)[O-]	16%	1.1%	.	.	-0.3%	.	.	.	17%	.
COc1ccccc1NC(=O)CCCc1c[nH]c2ccccc12	2%	3.5%	11%	7%	-0.3%	0.35	1338	1.1	6%	0%
CC(C)(C)NS(=O)(=O)c1ccc(CCC(=O)Nc2ccc3c(c2)OCO3)cc1	-5%	-0.5%	0.1%	-5%	-0.6%	.	.	1.2	1%	0%
COc1ccc(CCNC(=O)CCc2nc3ccccc3[nH]2)cc1OC	4%	1.8%	-1.1%	-6%	-0.4%	-0.57	1163	1.1	8%	-7%
O=C(O)c1cccc(S(=O)(=O)N(Cc2ccccc2)c2cccc(C(F)(F)F)c2)c1	4%	2.7%	.	.	-0.2%	.	.	.	14%	.
COc1ccc(NC(=O)C2CCCN(S(=O)(=O)c3ccc(C)cc3)C2)cc1OC (stereo not given)	7%	1.9%	0.0%	19%	-0.6%	.	.	1.1	6%	12%
O=C(O)c1ccc(/C=N/NC(=O)c2ccc(NS(=O)(=O)c3cccs3)cc2)cc1	-3%	-0.9%	.	.	-0.1%	-0.2	1052	.	3%	.

A different layout for part of the listing above:
| Structure | Salmonella PhoP GFP | RSV CPE inhibition | CSM14.1 death rescue | PMI inhibition | West Nile virus CPE | Insulin prom up | Insulin prom up cell count | TNAP activators | SV40 large T antigen | PMI inhibitors |
| --- | --- | --- | --- | --- | --- | --- | --- | --- | --- | --- |
| CC(C)OC(=O)CN1C(=O)C(=O)c2ccccc21 | 12% | -2.2% | -4.1% | 25% | -0.6% | . | . | 1.1 | 15% | 7% |
| CC(=O)c1cccc(NC(=S)N2CCc3ccccc32)c1 | 5% | 11% | . | . | -0.1% | . | . | . | 1% | . |
| N#Cc1cc2[nH]c3ccccc3c2[n+](-c2ccc([N+](=O)[O-])cc2)c1N | 0% | 1.1% | 0.9% | 3% | 0.0% | -1.1 | 1402 | 0.9 | 19% | -6% |
| O=C(Cn1cncn1)NCc1cccc2ccccc12 | 24% | 1.8% | -0.3% | -1% | -0.6% | . | . | 1.1 | 4% | -5% |
| O=C(N/N=C/c1ccc(O)cc1)c1cccc(N/N=C/c2ccc(O)cc2)c1 | 5% | 1.7% | . | . | -0.1% | -0.06 | 1404 | . | ? | . |

Further results:
SMILES	Salmonella PhoP GFP	RSV CPE inhibition	CSM14.1 death rescue	PMI inhibition	West Nile virus CPE	Insulin prom up	Insulin prom up cell count	TNAP activators	SV40 large T antigen	PMI inhibitors
CC(C)C(NC(=O)OCc1ccccc1)C(=O)O (stereo not given)	-14%	1.7%	0.2%	1%	-0.4%	-0.19	1562	1.1	-5%	0%
COc1ccccc1/C=C1\NC(=S)N(CC2CCCO2)C1=O (stereo not given)	-4%	1.0%	-0.4%	7%	-0.5%	0.44	887	1	28%	11%
CCCN(CCC)CCNC(=S)Nc1ccc2nc3n(c(=O)c2c1)CCCCC3	2%	-1.2%	-0.2%	5%	-1.1%	-0.02	1207	1.1	22%	3%
O=C(O)c1ccc(CS(=O)c2cccc(C(F)(F)F)c2)o1 (stereo not given)	5%	0.3%	-0.9%	-36%	0.4%	.	.	1.1	-3%	-34%
Cc1ccc(S(=O)(=O)/N=C(\c2ccccc2)N(C)S(=O)(=O)c2ccccc2)cc1	-20%	0.9%	-5.7%	-12%	0.4%	0.2	1339	1	-7%	-10%
Cc1ccc(C)c(OCc2nnc(SCC(=O)NC(=O)NCc3ccco3)o2)c1	-14%	0.8%	7.4%	-8%	-0.1%	0.24	1238	1.1	9%	4%
Cc1c(NC(=O)c2cc(CC(C)C)on2)c(=O)n(-c2ccccc2)n1C	-6%	1.2%	-0.9%	11%	0.2%	0.64	847	1.2	1%	7%
O=C(c1ccccc1F)N1CCN(Cc2nc3sc4c(c3c(=O)[nH]2)CCCC4)CC1	-2%	13%	.	.	-1.1%	.	.	.	0%	.
CC1CCN(S(=O)(=O)c2ccc(C(=O)N3CCN(c4ccccc4F)CC3)cc2)CC1	2%	14%	2.2%	19%	-1.7%	.	.	1.1	12%	3%
c1ccc(N=P(c2nc3ccccc3o2)(N2CCOCC2)N2CCOCC2)cc1	-2%	2.2%	-3.4%	1%	0.7%	-0.39	1642	1.1	2%	-1%
Oc1c(Br)cc(Cl)cc1C=Nc1ccc(N2CCOCC2)cc1	2%	8.5%	0.7%	52%*	0.8%	0.85	1441	1	17%	15%
N#Cc1ccccc1CSc1nc2ccsc2c(=O)n1Cc1ccccn1	1%	7.3%	0.5%	4%	-1.4%	-0.11	1332	1.4	4%	10%
Cc1cc(C(=O)N/N=C/C=C/c2ccccc2)c(C)o1	-8%	1.5%	-0.8%	44%	-1.1%	0.09	1289	1.1	7%	16%
COc1ccc(-c2cc3ccc(OC(C)C(=O)O)cc3oc2=O)cc1 (stereo not given)	-4%	2.0%	.	.	1.1%	.	.	.	12%	.
O=C(NCCCn1ccnc1)c1ccccc1Br	1%	0.9%	.	.	-0.1%	.	.	.	?	.
CCc1cccc(OCCCN2C(=O)NC(C)(C)C2=O)c1	-11%	1.2%	-0.5%	-4%	-0.6%	-0.36	1007	1.2	-1%	-6%
O=C(NC(=S)N1CCN(c2ccc([N+](=O)[O-])cc2)CC1)c1ccccc1	6%	-1.3%	-0.9%	-1%	-1.3%	-0.47	1111	1.1	-5%	-2%
CC(C)(C)NC(=O)COC(=O)CNC(=O)c1cc(Cl)cc([N+](=O)[O-])c1	12%	1.8%	-1.9%	4%	0.0%	-0.14	1445	0.9	6%	6%
CCc1ccc(NC(=O)C(=O)N/N=C(\C)CC(=O)NCc2ccc(Cl)cc2)cc1	1%	0.5%	2.7%	-13%	0.2%	0.36	1273	1.8	11%	-15%
CCN(CC)C(=O)COc1ccc(N(C)S(=O)(=O)c2ccc(NC(C)=O)cc2)cc1	-5%	0.9%	.	.	0.5%	1.2	975	.	16%	.
COc1ccccc1OCC(=O)N/N=C1/C=C(C)CC1	-4%	0.4%	14%	4%	0.9%	0.4	1228	1.1	-1%	7%
O=C(CSc1ccc(-c2ccc3c(c2)OCO3)nn1)Nc1nccs1	4%	2.6%	-1.0%	-3%	-0.4%	-0.32	1188	0.9	-5%	3%
Cn1c(=O)c2c(nc(N3CCCCCC3)n2CC(=O)c2ccc(Br)cc2)n(C)c1=O	-4%	1.4%	-3.3%	-2%	-0.1%	-0.3	1289	1.1	3%	2%
COc1ccc(N2C(=O)c3cccc4c(N(C)CCO)ccc(c34)C2=O)cc1	-16%	1.8%	.	.	-0.5%	.	.	.	9%	.
OCCC1CN(C/C=C/c2ccco2)CCN1Cc1ccccc1 (stereo not given)	2%	-0.6%	.	.	-0.3%	.	.	.	25%	.
O=C1NCCCC1C(=O)NCCNC(=O)C(F)(F)F (stereo not given)	25%	0.1%	-1.3%	11%	-0.1%	0.29	1130	1.2	-10%	8%
O=C(OCc1nnc(-c2ccccc2)o1)c1ccc(S(=O)(=O)NCc2ccco2)cc1	30%	1.6%	-2.9%	0%	0.1%	-0.41	1840	1.1	7%	13%
Cn1ncc([N+](=O)[O-])c1C(=O)Nc1ccc(-c2ccccc2)cc1	-6%	0.9%	.	.	-0.2%	.	.	.	11%	.
CC1(C)C(=O)C2(CCCCC2)C(=O)OC1C(=O)c1ccccc1 (stereo not given)	-12%	1.7%	12%	13%	-0.6%	0.11	1324	1.1	-8%	6%
COCCn1c(SCC(=O)Nc2sc(C)c(C)c2C#N)nnc1C(C)C	-3%	3.9%	.	6%	-1.3%	0.3	1168	1.1	5%	11%
